Screening results as filed in PubChem BioAssay.
M. tuberculosis GlmU: inhibition of mycobacterial GlmU enzyme – biochemical, glucosamine-1-phosphate acetyltransferase (AID 1376); M. tuberculosis GlmU acetyltransferase enzyme assay; higher % means a stronger effect; one-dose inhibition, %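 (tested at 30 µM in the primary screen)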; IC50 in µM for titrated hits; 220,000 tested, 0.25% active; in the data active = inhibition above about 13%; inconclusive = no clear call, values can overlap the other calls;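 also: 0% = complete reaction with vehicle and 100% = reaction without substrate; strong numbers were not always called active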
Mtb RmlCD inh: M. tuberculosis RmlC/RmlD inhibition. RmlC+RmlD coupled enzyme assay, percent inhibition; primary screen in compound mixtures. inhibition, % at 3.6 µM. 160,000 tested, 0.03% active. AID 1533; in the data active = inhibition mostly above about 34%, no sharp cut-off; inconclusive = no clear call, values can overlap the other calls; inactive = mostly below about 22%; also: some results filed as inactive read as strong as hits
Target sequence (P9WH09 whole entry, looked up): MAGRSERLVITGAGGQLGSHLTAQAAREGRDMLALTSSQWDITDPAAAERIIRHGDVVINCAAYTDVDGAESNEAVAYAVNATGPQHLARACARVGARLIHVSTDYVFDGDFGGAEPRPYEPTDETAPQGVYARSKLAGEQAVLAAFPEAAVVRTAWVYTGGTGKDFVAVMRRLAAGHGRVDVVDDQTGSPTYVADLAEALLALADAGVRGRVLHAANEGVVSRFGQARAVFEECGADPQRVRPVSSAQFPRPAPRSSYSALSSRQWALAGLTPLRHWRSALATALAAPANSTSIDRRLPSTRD
Target sequence (P9WH11 whole entry, looked up): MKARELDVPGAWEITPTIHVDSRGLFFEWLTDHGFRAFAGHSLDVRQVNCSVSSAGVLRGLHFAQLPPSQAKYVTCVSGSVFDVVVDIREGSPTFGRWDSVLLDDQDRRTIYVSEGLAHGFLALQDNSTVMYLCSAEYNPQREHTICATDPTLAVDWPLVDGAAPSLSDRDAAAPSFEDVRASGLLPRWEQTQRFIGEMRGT
An asterisk follows results filed as active; ? = inconclusive; nt = no result given.

Compound | M. tuberculosis GlmU | Mtb RmlCD inh
CCOc1ccc(-n2c(=S)sc3c(=O)[nH]c(SCC(=O)NC(C)CC)nc32)cc1 (stereo unspecified) | -1.6% | -3
COc1ccc(OC)c2[nH]c(=O)c(CCNC(=O)c3ccc(Br)o3)cc12 | 2.6% | -11
Cc1nc2sc(C(c3ccc(Cl)cc3)N3CCN(C(=O)c4ccco4)CC3)c(O)n2n1 (stereo unspecified) | 1.1% | -13
Cc1cc(C)cc(NC(=S)NCc2ccc(S(N)(=O)=O)cc2)c1 | -5.0% | -11
CCCNC1=C(N(C(C)=O)c2cccc(F)c2)C(=O)c2ccccc2C1=O | 1.2% | -9
CC(C)Sc1nc(C(F)(F)F)cc(=O)n1-c1ccccc1 | 4.8% | 7
CCOc1cc(C2c3c(-c4ccccc4)n[nH]c3C(=O)N2c2ccc(C(=O)O)cc2)ccc1O (stereo unspecified) | 1.8% | 5
COn1c(SC(C)C)nc2ccccc2c1=O | -3.0% | nt
O=C(O)CN(Cc1ccco1)S(=O)(=O)c1ccc(F)cc1 | 2.8% | 20
CC(=O)NC(Cc1ccccc1)C(=O)OCC(=O)c1ccc(Br)cc1 (stereo unspecified) | 2.8% | -12
O=C(NCc1ccco1)C1CCCN(S(=O)(=O)c2ccc(Br)cc2)C1 (stereo unspecified) | 1.6% | 3
CCCc1ncc(C(O)c2cccc(OC)c2OC)n1C (stereo unspecified) | 2.7% | nt
CC(c1ccccc1)n1c(SCC(=O)N2CC(=O)Nc3ccccc32)nc2ccccc2c1=O (stereo unspecified) | -8.4% | 12
COc1ccc(C(=O)N2CCN(Cc3ccccc3C)CC2)cc1OC | 0.5% | nt
CCOc1ccc(CCNC(=O)c2cc3sccc3n2C)cc1OCC | nt | -3
Cc1c(C(=O)N/N=C/c2ccccc2)[nH]c2ccc(Cl)cc12 | 1.3% | 6
Cc1nc2ccccc2nc1CSc1nnc(N)s1 | 1.3% | nt
COc1ccc(-c2nc3c(c(=O)n(C)c(=O)n3C)n2CC2CC(c3ccccc3)=NO2)cc1OC (stereo unspecified) | -0.4% | nt
O=C(CCC(=O)N(c1ccccc1)C(C(=O)NC1CCCC1)c1ccncc1)Nc1cccnc1 (stereo unspecified) | 6.0% | 10
CCOc1cc(/C=C2/SC(=S)NC2=O)ccc1OC(=O)c1ccco1 | 1.8% | -3
O=C(CN1C(=O)c2cccc3cccc1c23)Nc1ccc(S(=O)(=O)Nc2nccs2)cc1 | 2.8% | -10
O=C(Nc1ccccc1)c1ccc(COc2ccccc2)cc1 | -0.1% | -13
COc1ccc(OCC(=O)Nc2ccc(S(=O)(=O)Nc3nc(C)cc(C)n3)cc2)cc1 | -2.0% | nt
CCNc1nc(Cl)nc(NNC(=O)C(C)Oc2ccccc2)n1 (stereo unspecified) | -3.6% | 31

An excerpt from above in order of length of the SMILES, highest first.
Compound | M. tuberculosis GlmU | Mtb RmlCD inh
COc1ccc(-c2nc3c(c(=O)n(C)c(=O)n3C)n2CC2CC(c3ccccc3)=NO2)cc1OC (stereo unspecified) | -0.4% | nt
CCOc1cc(C2c3c(-c4ccccc4)n[nH]c3C(=O)N2c2ccc(C(=O)O)cc2)ccc1O (stereo unspecified) | 1.8% | 5
COc1ccc(OCC(=O)Nc2ccc(S(=O)(=O)Nc3nc(C)cc(C)n3)cc2)cc1 | -2.0% | nt

Continuation.
Compound | M. tuberculosis GlmU | Mtb RmlCD inh
Cc1csc(NC(=O)CSc2nncn2C)n1 | 0.9% | nt
CCCCn1c(=NC(=O)c2cccnc2)c(C#N)cc2c(=O)n3cccc(C)c3nc21 | nt | 8
CNC(=O)c1c(NC(=O)c2ccc(S(=O)(=O)N3CCCc4ccccc43)cc2)sc2c1CCN(C)C2 | 0.1% | -8
O=C1C(c2cc(=O)c3ccccc3[nH]2)=C(O)c2ccccc21 | 2.8% | -7
Cc1ccc(N(CC(=O)Nc2ccccc2-c2ccccc2)S(=O)(=O)c2ccccc2)cc1 | -5.0% | nt
CC(C)CCNC(=O)c1sc2ccc(S(=O)(=O)N3CCCCC3)cc2c1N | 2.3% | -5
C=CCN1C(=O)SC(Cc2cccc(OC)c2O)C1=O (stereo unspecified) | -3.1% | 1
CCC(C)NC(=O)c1ccccc1NC(=O)c1ccccc1N(C)S(C)(=O)=O (stereo unspecified) | -3.3% | nt
CC(C)C(NC(=O)CN1C(=O)c2ccccc2S1(=O)=O)C(C)C | -3.4% | 4
CCOC(=O)c1c(NC(=O)CCNCc2ccco2)sc2c1CCC2 | 4.7% | -8
Cn1c(=O)[nH]c(=O)c2c1nc1n2CCN1Cc1ccccc1 | -0.7% | nt
CC(C)Sc1nnc([C@@H](N)Cc2ccccc2)o1 | -1.4% | nt
CC1Cc2cccc3c(O)c(C(=O)c4nn[nH]n4)c(=O)n1c23 (stereo unspecified) | -0.1% | -5
O=[N+]([O-])c1ccc(-n2cnc3ccccc32)c([N+](=O)[O-])c1 | 1.7% | 6
O=S(=O)(NCc1ccccc1)c1cnc[nH]1 | 8.6% | 0
O=C1CC(c2ccco2)Cc2c1cnn2-c1nc2ccccc2s1 (stereo unspecified) | -2.7% | 3
Cc1ccc(CSc2ncnc3c2cnn3-c2ccc(C)cc2)cc1 | -7.2% | 13
COc1ccc(-n2c(SCC(=O)C(C)(C)C)nc3ccsc3c2=O)cc1 | -3.5% | -9
Cc1cccc(OCc2nnc(SCC(=O)N3CCCC3)n2C)c1 | -2.4% | 4
CN1CCN(c2ccc(NC(=O)c3cccs3)cc2)CC1 | 7.2% | -10
Cc1cccc(C(=O)N2CCCN(C(=O)c3cccc(C)c3)CC2)c1 | 2.6% | 6
O=C(CSc1nnc(-c2cccs2)n1-c1ccccc1)Nc1ccccc1 | 1.5% | nt
CCOC(=O)C1CCN(C=Nc2cc(C)on2)CC1 | -0.9% | 103
Cc1ccc(SCCC(=O)NC(C)C)cc1 | -3.5% | nt
CC1Cc2cc(/C=C3/SC(N4CCC(C(N)=O)CC4)=NC3=O)ccc2O1 (stereo unspecified) | -3.2% | -17
Cc1cccc(N2CCN(C(=O)Cn3cccc3)CC2)c1C | 8.9% | 7
CCCCC#Cc1cncc(C(=O)NN)c1 | 0.5% | 13
COCCOC(=O)C1=C(C)NC(=O)NC1c1cn(-c2ccccc2)nc1-c1cccs1 (stereo unspecified) | 0.4% | 6
COc1ccc(-c2nnc(-c3ccc(Br)o3)o2)cc1OC | 7.7% | 8
Clc1ccc(-c2nnc(SCc3nc4ccccc4[nH]3)o2)c(Cl)c1 | 1.5% | nt
CCc1ccc(C2(C)SC(NC(C)=O)=NN2C(C)=O)cc1 (stereo unspecified) | 3.7% | -10
CCC(Oc1ccccc1)C(=O)NC1C(=O)N2C1SC(C)(C)C2C(=O)O (stereo unspecified) | 1.5% | 4
O=S(=O)(O)c1nc2ccccc2[nH]1 | 7.2% | -4
C/C(=N\NC(=S)Nc1ccc(F)cc1)c1ccc2c(c1)OCCO2 | -3.7% | -6
CC1CCCCC1NC(=O)c1ccc(S(=O)(=O)NNC(=O)c2ccncc2)cc1 (stereo unspecified) | 1.8% | ?
Cc1ccc(SCCC(=O)NCc2ccccn2)cc1 | 0.7% | 7
COc1ccc(N2CCN(C(c3cccs3)C(C)NC(=O)c3ccco3)CC2)cc1 (stereo unspecified) | -2.2% | nt
O=C(NCc1ccccc1Cl)c1cnc2n(c1=O)CCS2 | 3.4% | nt
COC(=O)c1cc(C)nc(Sc2ccccc2N)n1 | -3.9% | -2
Nc1c(C(=O)c2ccccc2)sc2nsc(SCCN3CCCC3)c12 | 0.6% | 7
CCN(CC)CCN1C(=O)C(=O)/C(=C(/O)c2cnn(-c3ccccc3)c2C)C1c1cccnc1 (stereo unspecified) | 3.0% | 8
NC(=O)c1cn(C2OC(CO)C(O)C2O)c2ncnc(N)c12 (stereo unspecified) | 0.7% | 9
Cc1cccnc1NC(=O)C1c2ccccc2Oc2ccccc21 | 6.6% | -1
Cc1ccc(-c2nc3ncccn3c2NC(=O)C2CC2)cc1 | 2.3% | 11
CCC(C)C(NC(=O)c1ccccc1NC(=O)c1ccco1)C(=O)O (stereo unspecified) | 2.2% | 5
C#CCNC(=O)C1=C[C@H](c2cn(C(C)=O)c3ccccc23)C[C@H](OCc2ccc(CO)cc2)O1 | 2.1% | nt
Oc1ccccc1-n1c(-c2ccccc2)ccc1-c1ccccc1 | 0.6% | nt
Cc1onc(-c2c(Cl)cccc2Cl)c1C(=O)c1ccccc1 | 1.4% | -8

Structural class, those above containing a Cl atom
Compound | M. tuberculosis GlmU | Mtb RmlCD inh
Cc1nc2sc(C(c3ccc(Cl)cc3)N3CCN(C(=O)c4ccco4)CC3)c(O)n2n1 (stereo unspecified) | 1.1% | -13
Cc1c(C(=O)N/N=C/c2ccccc2)[nH]c2ccc(Cl)cc12 | 1.3% | 6
CCNc1nc(Cl)nc(NNC(=O)C(C)Oc2ccccc2)n1 (stereo unspecified) | -3.6% | 31
Clc1ccc(-c2nnc(SCc3nc4ccccc4[nH]3)o2)c(Cl)c1 | 1.5% | nt
O=C(NCc1ccccc1Cl)c1cnc2n(c1=O)CCS2 | 3.4% | nt
Cc1onc(-c2c(Cl)cccc2Cl)c1C(=O)c1ccccc1 | 1.4% | -8

Continued:
Compound | M. tuberculosis GlmU | Mtb RmlCD inh
O=C(O)c1cc2ccccc2c(=O)s1 | 5.8% | nt
CC(C)=CCc1c(O)cc2c(=O)c3ccc(O)cc3oc2c1O | 0.2% | nt
Cc1cccc(NC(=O)C2(c3cccs3)CCOCC2)n1 | -1.4% | 13
Nc1nc(N)nc(-c2ccccc2-c2nc(N)nc(N)n2)n1 | 5.3% | -11
CN1C(=O)CSc2ccc(NC(=O)NCCC3=CCCCC3)cc21 | 6.7% | -5
Cc1cccc(NC(=O)/C(=C\c2cccs2)NC(=O)c2ccccc2)c1 | -0.3% | 15
O=[N+]([O-])c1ccc(O)c(/C=N/n2c(CO)nc3ccccc32)c1 | -4.2% | 10
CC(=O)Oc1ccc2c(c1)OC(c1ccccc1)CC21CC(C)(C)NC(=S)N1 (stereo unspecified) | nt | -1
O=C(O)CCc1ccc(-c2ccc(Br)cc2)o1 | 2.2% | -9
COc1ccc(CCN=C(N)NS(=O)(=O)c2ccccc2)cc1 | -3.0% | -10
CCCCC(CC)Cn1c2nc3ccccc3nc2c2c(=N)oc(C)nc21 (stereo unspecified) | nt | 2
CCOc1ccc(NC2CCN(C(C)=O)CC2)cc1 | 4.1% | nt
Cc1ccc(S(=O)(=O)N2CCCC(C(=O)Nc3ccc(NC(=O)c4ccccn4)cc3)C2)cc1 (stereo unspecified) | -1.5% | nt
COc1ccccc1CN(Cc1nc2ccccc2c(=O)[nH]1)C(=O)Nc1ccccc1 | 2.7% | 7
CN(Cc1ccccc1)C(=O)Nc1ccccc1 | 1.5% | -11
CC(=O)Nc1cc(ON=C(C)C)cc([N+](=O)[O-])c1 | -7.1% | 12
CC1CCC2(CC1)NC(=S)N(c1ccccc1)N2 (stereo unspecified) | -5.1% | nt
C=CCn1c(-c2cccnc2)n[nH]c1=S | 2.0% | -10
Cc1ccc(-c2cc3nc(-c4ccc(Br)cc4)cc(N)n3n2)cc1 | 5.7% | -6
COC(=O)c1c(C(=O)OC)c2oc3ccccc3n2c1Cl | -5.3% | -2
O=C(O)CCCCCCCCCCCc1ccccc1 | 2.7% | -1
Cc1[nH][nH]c(=O)c1C(c1ccc([N+](=O)[O-])cc1)c1c(C)[nH][nH]c1=O | -1.7% | -2
Cc1nnc(Sc2cc(C(=O)NCCCOC(C)C)c3ccccc3n2)s1 | 0.6% | nt
CCCCCCOC(=O)/C=C/c1c(C)[nH]c(=O)[nH]c1=O | 2.2% | 8

Given with values under each structure: 2 of the compounds above.
Values run as follows: M. tuberculosis GlmU	Mtb RmlCD inh
C=CCn1c(-c2cccnc2)n[nH]c1=S
  2.0%	-10
Cc1ccc(-c2cc3nc(-c4ccc(Br)cc4)cc(N)n3n2)cc1
  5.7%	-6

Next entries:
Compound | M. tuberculosis GlmU | Mtb RmlCD inh
Cn1c(C(O)c2ccc3c(c2)OCO3)nc2ccccc21 (stereo unspecified) | 2.2% | -8
COCCn1c(=NC(=O)C2COc3ccccc3O2)sc2cc(S(N)(=O)=O)ccc21 (stereo unspecified) | -4.3% | 9
Cc1ccc(S(=O)(=O)NC(=O)Nc2cccc(C)n2)cc1 | -1.7% | -2
Cn1cccc1/C=C1/C(=O)NC(=O)N(Cc2ccc(F)cc2)C1=O | -4.3% | 72
CN(C)CCOC(=O)C12CC3CC(C1)CC(C(=O)OCCN(C)C)(C3)C2 | 4.4% | 8
Clc1ccc(C2=Nn3c(nnc3-c3n[nH]c4c3CCC4)SC2)cc1 | -0.4% | 5
O=C(Nc1ccc(O)cc1C(=O)O)c1cccc(Br)c1 | -2.1% | -12
Cc1ccc(S(=O)(=O)CC(C)(O)CS(=O)(=O)c2ccc(C)cc2)cc1 | 1.0% | -6
O=C(Cn1c2c(c(-c3ccccc3)cc1=O)CCCC2)N1CCCCCC1 | -5.9% | nt
CCN(CC)S(=O)(=O)c1cccc(-c2nnc(SCC(=O)N3CCC(C(=O)O)CC3)n2N)c1 | 4.7% | -7
C#CCOCCOCCOCCNc1nc(N2CCOCC2)nc(N2CCN(C(=O)[C@H](CCCCN)n3cc([C@@H](N)C(C)CC)nn3)CC2)n1 (stereo partly specified) | -6.2% | nt
COC(=O)N/N=C/c1c(C)c(C(=O)c2ccc(F)cc2)n2ccccc12 | 0.0% | 11
CCOC(=O)c1c(C)n(OC)c2ccc3c(no[n+]3[O-])c12 | 4.2% | -11
COc1cc(C)ccc1OCCCOc1c(Cl)cccc1Cl | 2.6% | nt

The list is partial; rates above refer to the full screens.
